Screening results as filed in PubChem BioAssay.
MITF inh: human MITF inhibition, primary screen; AlphaScreen MITF homodimerization, bead proximity signal; inhibition, % at 2.6 µM; 0.91% of 650,000 active; in the data active = inhibition above about 50%;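 also: 0% = vehicle wells with protein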
Target sequence (O75030 whole entry, looked up): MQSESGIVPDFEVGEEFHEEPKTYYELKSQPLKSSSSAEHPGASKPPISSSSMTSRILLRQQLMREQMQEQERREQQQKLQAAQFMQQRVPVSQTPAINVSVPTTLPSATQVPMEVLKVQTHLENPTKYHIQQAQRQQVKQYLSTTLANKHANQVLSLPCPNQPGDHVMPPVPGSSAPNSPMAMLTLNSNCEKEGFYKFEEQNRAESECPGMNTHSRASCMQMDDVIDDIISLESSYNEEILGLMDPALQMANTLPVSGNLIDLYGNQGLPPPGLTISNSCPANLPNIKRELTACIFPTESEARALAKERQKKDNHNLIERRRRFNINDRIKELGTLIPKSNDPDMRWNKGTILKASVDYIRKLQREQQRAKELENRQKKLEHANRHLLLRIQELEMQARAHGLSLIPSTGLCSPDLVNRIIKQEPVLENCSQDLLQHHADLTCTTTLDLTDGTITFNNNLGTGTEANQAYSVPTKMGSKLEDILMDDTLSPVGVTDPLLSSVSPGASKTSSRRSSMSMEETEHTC
GPR151 activ: activators of human GPR151; AID 1508602; PathHunter beta-arrestin GPR151 cells, luminescence; 1% of 650,000 active; activation, % at 11.2 µM; Q8TDV0; in the data active = activation above about 4.9%;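 also: 0% = median of compound wells and 100% = cells with positive control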
Target sequence (Q8TDV0 whole entry, looked up): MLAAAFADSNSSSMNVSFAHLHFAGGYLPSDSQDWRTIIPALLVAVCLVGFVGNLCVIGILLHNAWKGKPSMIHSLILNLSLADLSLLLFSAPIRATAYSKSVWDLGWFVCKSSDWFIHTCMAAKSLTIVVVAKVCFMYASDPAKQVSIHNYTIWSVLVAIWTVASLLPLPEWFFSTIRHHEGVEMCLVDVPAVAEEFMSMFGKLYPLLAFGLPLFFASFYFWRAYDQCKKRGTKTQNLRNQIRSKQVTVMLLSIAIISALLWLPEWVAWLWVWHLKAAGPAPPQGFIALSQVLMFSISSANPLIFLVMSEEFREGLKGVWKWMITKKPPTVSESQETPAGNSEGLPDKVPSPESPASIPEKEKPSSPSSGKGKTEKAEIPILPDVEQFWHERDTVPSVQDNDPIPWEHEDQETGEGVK
TEAD-YAP block: TEAD-YAP interaction inhibition | 1.4% of 640,000 active | inhibition, % at 9.12 µM | HEK-TIYL cells, TEAD-Gal4/YAP UAS-luciferase luminescence; in the data active = inhibition above about 32%;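 also: 0% = median of test compound wells and 100% = reference inhibitor wells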
FBW7 activator: human FBW7 E3 ligase activation, primary screen | 0.13% of 650,000 active | normalized activity (activation), % at 26.1 µM | AlphaScreen FBW7–phospho-cyclin E peptide binding, activator screen | Q969H0; in the data active = normalized activity above about 1.9%;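 also: purified mutant Fbw7 with reduced substrate affinity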
* = called active by the depositor; nt = no result given.

Field names – A = MITF inh; B = GPR151 activ; C = TEAD-YAP block; D = FBW7 activator
#1 O=C(Nc1ccc([N+](=O)[O-])cn1)c1cc(-c2ccc(Cl)c(Cl)c2)nc2ccccc12
  A: 11; B: -1.0; C: 2; D: -0.1

#2 C/C(=N\Nc1ccc(S(N)(=O)=O)cc1[N+](=O)[O-])c1cccc(Br)c1
  A: 3; B: 0.4; C: 6; D: 0.7

#3 O=C(O)c1cc(N/N=C/c2ccccn2)ccc1Cl
  A: -1; B: -2.1; C: -62; D: -0.3

#4 O=C(CC1C(=O)NCCN1Cc1ccc2ccccc2c1)NC1Cc2ccccc2C1 (centres undefined)
  A: -1; B: 0.7; C: 6; D: -0.2

#5 COc1ccc(Nc2nc(C)nc(Nc3ccc(OC)cc3)c2[N+](=O)[O-])cc1
  A: 7; B: 1.2; C: -13; D: 0.0

#6 Cc1cc(NC(=O)/C=N/O)ccc1C(C)C
  A: 5; B: 1.8; C: -31; D: -0.1

#7 COc1ccc(CN2CCNC(=O)C2CC(=O)N(C)Cc2nccs2)c(OC)c1 (centres undefined)
  A: 8; B: 0.5; C: 8; D: -0.2

#8 O=C(Nc1ccc(F)c(Cl)c1)c1cnc2n(c1=O)CCS2
  A: 5; B: -0.4; C: -8; D: 0.1

#9 N#CCOC(=O)CCc1nc2ccccc2s1
  A: 1; B: -0.7; C: -1; D: 0.2

#10 CCc1c(C)nc(SCC(=O)Nc2cccc(F)c2)[nH]c1=O
  A: -3; B: -1.2; C: 6; D: -0.1

Structures from the list above containing fluorine, in the order listed:
Field names – A = MITF inh; B = GPR151 activ; C = TEAD-YAP block; D = FBW7 activator
#8 O=C(Nc1ccc(F)c(Cl)c1)c1cnc2n(c1=O)CCS2
  A: 5; B: -0.4; C: -8; D: 0.1

#10 CCc1c(C)nc(SCC(=O)Nc2cccc(F)c2)[nH]c1=O
  A: -3; B: -1.2; C: 6; D: -0.1

Additional compounds
Field names – A = MITF inh; B = GPR151 activ; C = TEAD-YAP block; D = FBW7 activator
#11 O=C(Cn1c(=O)n(-c2ccccc2)c(=O)c2oc3ccccc3c21)N1CCCCC1
  A: 5; B: 5.1*; C: -6; D: 0.1

#12 CCC(C(=O)N1CCC(C(N)=O)CC1)n1nc(C)n2c(cc3occc32)c1=O (centres undefined)
  A: 6; B: -0.8; C: -10; D: -0.1

#13 CCC(C)c1ccccc1OCC(=O)Nc1cccc(C(=O)O)c1 (centres undefined)
  A: -1; B: 4.1; C: -11; D: 0.0

#14 COc1cccc(OC)c1OCCOc1ccc([N+](=O)[O-])cc1
  A: 14; B: -1.4; C: -7; D: -0.1

#15 O=C(NCCc1ccc(Cl)cc1)/C(=C/c1cccnc1)NC(=O)c1ccccc1
  A: -1; B: -2.2; C: -6; D: 0.2

#16 Cn1c(SCc2ccc([N+](=O)[O-])cc2)nnc1-c1cccc(N)c1
  A: 4; B: -0.2; C: 6; D: 0.1

#17 COc1ccc(-c2cc3nc(C)c(CCC(=O)NC4CCCC4)c(C)n3n2)c(OC)c1
  A: 18; B: 3.1; C: 7; D: 1.1

#18 Clc1nc(NCc2ccco2)nc(N2CCCCC2)n1
  A: 2; B: 0.2; C: -1; D: 0.1

#19 CC(=O)c1cc(CN2CCN(CC3CCCCC3)C(CCO)C2)cs1 (centres undefined)
  A: 1; B: 0.9; C: 5; D: 0.1

#20 CC(=O)c1cc(F)c(N2CCN(C(=O)c3c(F)cccc3F)CC2)cc1C
  A: -6; B: 1.4; C: 1; D: 0.0

#21 Cc1nc2ncnn2c(C)c1CCC(=O)NC(C)(C)C
  A: -4; B: 3.7; C: -2; D: 0.0

#22 O=C(NNS(=O)(=O)c1cccc([N+](=O)[O-])c1)c1cccc(Cl)c1
  A: 16; B: -0.5; C: 10; D: 0.0

#23 CCOC(=O)c1cc(CC)sc1NC(=O)CSc1ccccc1
  A: -4; B: 0.5; C: -7; D: 0.0

#24 Cc1ccc(NC(=O)Cc2nnc(SCC(=O)Nc3cccc(F)c3)n2C)cc1
  A: 20; B: -0.7; C: -6; D: 0.1

#25 Cc1ccccc1NCc1ccccc1O
  A: 8; B: -0.7; C: 6; D: -0.1

#26 Nc1ncc(-c2ccco2)nc1NCCCN1CCOCC1
  A: 8; B: -0.1; C: 3; D: 0.3

#27 Cc1cc([N+](=O)[O-])ccc1NC(=O)C1CC1
  A: 2; B: 0.7; C: 11; D: 0.1

#28 CCn1c(C(CC(C)C)NC(=O)c2ccco2)nc2cccnc21 (centres undefined)
  A: 18; B: 0.7; C: 1; D: 0.1

#29 COc1cccc(NC(=S)NC2CC2)c1
  A: -2; B: 1.1; C: 6; D: -0.1

#30 CCCCCCCC/C=C\CCCCCCCC(=O)c1nc2ncccc2o1
  A: -4; B: -0.1; C: nt; D: nt

#31 Cc1ccc(SCC(=O)Nc2ccc(Br)cc2C(=O)O)cc1
  A: -6; B: -1.9; C: -1; D: 0.0

#32 COCCn1c(=O)[nH]c2cc(C(=O)Nc3cc(OC)c(OC)c(OC)c3)ccc2c1=O
  A: 6; B: -0.6; C: 22; D: 0.0

#33 CCCSc1nnc2c(n1)OC(c1ccccc1OC)N(C(C)=O)c1ccccc1-2 (centres undefined)
  A: 0; B: -0.7; C: -2; D: -0.1

#34 O=C(O)COc1ccc(N2C(=O)c3ccc(-c4nc5ccccc5c(=O)o4)cc3C2=O)cc1
  A: -2; B: 7.2*; C: 0; D: 0.1

#35 O=c1c2ccccc2[nH]c(=S)n1Cc1ccc2c(c1)OCO2
  A: -10; B: 0.3; C: 18; D: 0.0

#36 O=C(c1cccc([N+](=O)[O-])c1)N(Cc1ccc(Br)cc1)c1ccccc1I
  A: -1; B: -0.3; C: 6; D: 0.1

#37 CCC(C)NC(=O)Cn1cnc2scc(-c3ccc(C)cc3)c2c1=O (centres undefined)
  A: 0; B: 2.0; C: 4; D: 0.1

#38 CCOC(=O)C(C)/C(C)=N\Nc1ccc([N+](=O)[O-])cc1[N+](=O)[O-] (centres undefined)
  A: 12; B: -0.1; C: -6; D: -0.5

#39 C=CCN1C(=O)C(O)(CC(=O)c2ccccc2Cl)c2cc(Br)ccc21 (centres undefined)
  A: 12; B: 1.3; C: 5; D: 0.2

#40 CCOc1ccc(C)cc1S(=O)(=O)NCC1CCCO1 (centres undefined)
  A: 7; B: -2.6; C: 3; D: -0.1

Single records, as listed above. Order of values: MITF inh	GPR151 activ	TEAD-YAP block	FBW7 activator
Entry for O=C(O)COc1ccc(N2C(=O)c3ccc(-c4nc5ccccc5c(=O)o4)cc3C2=O)cc1 = -2	7.2*	0	0.1
Entry for C=CCN1C(=O)C(O)(CC(=O)c2ccccc2Cl)c2cc(Br)ccc21 (centres undefined) = 12	1.3	5	0.2

The results go on:
Field names – A = MITF inh; B = GPR151 activ; C = TEAD-YAP block; D = FBW7 activator
#41 CC(C)CCn1c(N2CCN(c3ccccc3)CC2)nc2c1c(=O)n(C)c(=O)n2C
  A: -7; B: 0.1; C: -5; D: -0.1

#42 Cc1cc(C)nc(-n2nc(C)c(C3(O)C(=O)Nc4ccc(F)cc43)c2N)n1 (centres undefined)
  A: -7; B: -2.0; C: -5; D: 0.2

#43 Clc1ccc(N=c2scc(-c3ccccc3)n2-c2ccccc2)nc1
  A: 3; B: 0.5; C: -2; D: 0.0

#44 CC(=O)c1ccc(NC(=O)CSc2nc(-c3ccccc3)c(C#N)c(=O)[nH]2)cc1
  A: -1; B: -0.7; C: -25; D: 0.0

#45 CC(NC(=O)C1CCN(c2nnc(-n3cccc3)s2)CC1)C12CC3CC(CC(C3)C1)C2 (centres undefined)
  A: 24; B: 0.6; C: 1; D: 0.2

#46 C/C(=N\NC(=O)c1cccc(Cl)c1)C1CC1
  A: 19; B: 8.9*; C: -54; D: 0.1

#47 CCN(Cc1ccccc1)C(=O)CSc1nc2ccncc2[nH]1
  A: 0; B: 3.0; C: 13; D: 0.0

#48 Cc1nn(-c2cc(C(F)(F)F)ccc2Cl)c(N)c1C(N)=S
  A: 19; B: -1.4; C: 0; D: 0.2

#49 O=C(CSc1nnc(-c2cccnc2)n1-c1ccc(Cl)cc1)Nc1nccs1
  A: 7; B: 0.1; C: -14; D: 0.1

#50 CC(C)(C)c1ccc(OCC(=O)Nc2ccc3oc(-c4ccc(F)cc4)nc3c2)cc1
  A: 0; B: -0.7; C: 6; D: -0.1

#51 CC(C)OCCCNC(=O)CC1C(=O)NCCN1Cc1ccc(F)cc1Cl (centres undefined)
  A: 3; B: 1.8; C: -3; D: 0.0

#52 CC12C=CC(CO)(O1)C1C(=O)NC(=O)C12 (centres undefined)
  A: 18; B: -1.4; C: -12; D: 0.2

#53 O=C(NCCC1=CCCCC1)c1ccc(N2CC3CC(C2)c2cccc(=O)n2C3)c(NS(=O)(=O)c2ccc(F)cc2)c1 (centres undefined)
  A: 0; B: 0.8; C: 3; D: -0.1

#54 Cc1ccc2cc(CN(Cc3cccnc3)Cc3nnnn3C(C)(C)C)c(=O)[nH]c2c1C
  A: 9; B: -1.1; C: -7; D: 0.3

#55 CCc1ccc(C(C(=O)NC(C)(C)C)N(CC2CCCO2)C(=O)c2csnn2)cc1 (centres undefined)
  A: 17; B: -1.2; C: 6; D: 0.1

#56 C/C(=N\NC(=O)Cc1cc2ccccc2[nH]1)c1ccncc1
  A: 15; B: -0.6; C: 8; D: 0.0

#57 O=C(NCCCCc1ccccc1)C1CCCN1S(=O)(=O)c1ccccc1 (centres undefined)
  A: -8; B: -0.8; C: -14; D: 0.1

#58 O=C(Nn1c(C2CCCCC2)nc2ccccc2c1=O)c1ccc(Cl)cc1
  A: -13; B: -0.3; C: 1; D: 0.6

#59 O=C(Nc1cnc2ccccc2c1)c1ccccc1[N+](=O)[O-]
  A: -1; B: 0.1; C: -63; D: -0.1

#60 CCOC(=O)c1c(NC(=O)CSc2nnc(CNC(=O)c3ccccc3OC)n2-c2ccccc2OC)sc2c1CCCC2
  A: -10; B: -0.4; C: -11; D: -0.1

Of the compounds above, these have a thiophene ring, fused or not:
Field names – A = MITF inh; B = GPR151 activ; C = TEAD-YAP block; D = FBW7 activator
#19 CC(=O)c1cc(CN2CCN(CC3CCCCC3)C(CCO)C2)cs1 (centres undefined)
  A: 1; B: 0.9; C: 5; D: 0.1

#23 CCOC(=O)c1cc(CC)sc1NC(=O)CSc1ccccc1
  A: -4; B: 0.5; C: -7; D: 0.0

#37 CCC(C)NC(=O)Cn1cnc2scc(-c3ccc(C)cc3)c2c1=O (centres undefined)
  A: 0; B: 2.0; C: 4; D: 0.1

#60 CCOC(=O)c1c(NC(=O)CSc2nnc(CNC(=O)c3ccccc3OC)n2-c2ccccc2OC)sc2c1CCCC2
  A: -10; B: -0.4; C: -11; D: -0.1

Going on with the list.
Field names – A = MITF inh; B = GPR151 activ; C = TEAD-YAP block; D = FBW7 activator
#61 Oc1ccc(CCNc2nc(N3CCN(c4ccccn4)CC3)nc3c2ncn3-c2ccsc2)cc1
  A: 11; B: 3.1; C: 53*; D: -0.1

#62 CCOC(=O)c1c(C)n(CCOc2ccc3ccccc3c2)c2ccc(O)cc12
  A: 8; B: 2.9; C: -5; D: 0.3

#63 CCc1ccc(NC(=O)C(CC(C)C)NS(=O)(=O)c2ccc3c(c2)oc(=O)n3C)cc1 (centres undefined)
  A: 5; B: 1.9; C: -5; D: -0.1

#64 Cc1c(Cl)c(C(F)(F)F)nn1CC(=O)Nc1ccc(C#N)cc1
  A: 3; B: -0.1; C: 6; D: -0.1

#65 CC(C)C(=O)Nc1ccc(Cl)cc1Cl
  A: 8; B: 0.1; C: 6; D: -0.1

#66 COc1ccc(CN2C[C@@H]3C[C@@H](c4nc(C(C)C)cs4)N4CCC[C@@]34C2=O)cc1
  A: 3; B: 0.5; C: -19; D: -0.1

#67 CCOc1ccccc1N(CC(=O)Nc1ccc(S(=O)(=O)N2CCOCC2)cc1)S(=O)(=O)c1ccccc1
  A: 2; B: -0.4; C: -5; D: -0.2

#68 CCCC(=O)Oc1ccc(N(C(=O)CCC)S(=O)(=O)c2ccc3ccccc3c2)cc1Cl
  A: 11; B: 2.1; C: 6; D: 0.4

#69 O=C(CN1CCC(NC(=O)C23CC4CC(CC(C4)C2)C3)CC1)Nc1nccs1
  A: 5; B: 0.1; C: 5; D: 0.0

#70 COc1cc(/C=C2/NC(=O)NC2=O)cc(Cl)c1OC
  A: -5; B: 0.6; C: 0; D: 0.2

#71 O=C1OC(c2ccccc2)=N/C1=C/c1ccc(-c2ccc(Cl)c(C(=O)O)c2)o1
  A: 4; B: -0.2; C: 8; D: -0.1

#72 FC(F)(F)c1ccc(Cn2cnc3c(NCCOc4ccccc4)nc(Nc4ccc5ncccc5c4)nc32)cc1
  A: 7; B: 0.8; C: 1; D: 0.1

#73 Cc1ccc(OCc2nnc(SCC(=O)NC3CCCCC3)o2)cc1
  A: 7; B: 2.3; C: -12; D: 0.0

#74 Cc1noc(C)c1CCC(=O)N[C@@H](Cn1nnc2ccccc21)C(C)C
  A: -5; B: -0.4; C: 3; D: -0.2

#75 Nc1nc(N2CCc3ccccc3C2)nc2c1ncn2C1CCCCC1
  A: -3; B: -1.3; C: -26; D: 0.0

#76 CCOc1ccc(NC(=O)CSc2nnc(-c3ccncc3)n2CC(C)C)cc1
  A: 1; B: 0.4; C: -3; D: -0.1

#77 O=C(c1c([N+](=O)[O-])cc(SCc2ccccc2)cc1[N+](=O)[O-])N1CCOCC1
  A: -4; B: -0.3; C: 5; D: -0.1

#78 CCOC(=O)c1c(NC(=S)NC(=O)c2cc3ccccc3o2)sc2c1CCCC2
  A: -16; B: -1.2; C: -11; D: 0.1

#79 Cc1ccc2c(c1)-c1onc(C(=O)NCCN(C)C3CCCCC3)c1CO2
  A: -4; B: -1.2; C: -9; D: -0.2
